Shiga inhibitor – blocks Shiga toxin action in Vero cells. Vero cells, Shiga toxin protein synthesis inhibition reporter. inhibition, % at 38.7 µM. 9.2% of 290,000 active; in the data active means inhibition mostly above about 28%, no sharp cut-off; inactive means mostly below about 43%; further: 0% is about no effect
HCV inh – blocks hepatitis C virus; 3.4% of 340,000 active; Potency, µM (doses to about 41.8 µM), for inactives: top-dose activity change, negative = inhibition, usual class: inhibitors; AID 651820; Huh7.5.1 HCVcc-Cre infection, luciferase reporter, 44 h; further: potency means the concentration at half of the fitted maximal effect; on the % scale 0 is the no-effect control and ±100 the full control effect
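HCVcc-Cre virus at an moi near 0.5 was added right after compound to cells cultured 4 h from seeding (1,000 cells/well). Luciferase activity was determined 44 h later, 15 min after substrate addition at RT.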
TbPYK inhibitor – blocks Trypanosoma brucei pyruvate kinase; TbPYK enzyme, Kinase-Glo Plus ATP luminescence, 45 min; Q57TT1; Potency, µM (top dose mostly 76.8 µM), for the others: at the top dose activity, negative = inhibition, usual class: inhibitors; 0.12% of 410,000 active; further: potency means the concentration at half of the fitted maximal effect; on the % scale 0 is the no-effect control and ±100 the full control effect; nearly all actives have a fitted effect of over 50% in size
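Activity of T. brucei pyruvate kinase was followed by Kinase-Glo Plus luminescence after the enzyme reacted 45 min at room temperature with 130 uM ADP (final) and substrate. Test compounds were added before ADP at multiple concentrations.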
Pf growth 96h – inhibits malaria parasite growth, 96 h; 6.9% of 320,000 active; Potency, µM (top dose mostly 28.7 µM), for inactives: top-dose activity change, negative = inhibition, hits mostly inhibitors; P. falciparum luciferase reporter growth, 96 h; AID 504834; further: potency means the concentration at half of the fitted maximal effect; on the % scale 0 is the no-effect control and ±100 the full control effect
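Plates of compound plus infected erythrocytes (2% hematocrit, 0.05% parasitemia final) incubate 96 hours, 37 C, 5% CO2. Detection reagent added; reduced luminescence from the parasites' luciferase reporter flags inhibition.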
Pf growth 48h – P. falciparum growth inhibition at 48 hours (one generation) | P. falciparum luciferase growth in erythrocytes, 48 h | Potency, µM (series often up to 28.7 µM), for inactives: top-dose activity change, negative = inhibition, usual class: inhibitors | 5.9% of 310,000 active; further: potency means the concentration at half of the fitted maximal effect; on the % scale 0 is the no-effect control and ±100 the full control effect
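Growth was read as firefly luciferase luminescence after a 48 h, 37 C, 5% CO2 exposure of compounds to reporter-bearing P. falciparum cultures (0.1% parasitemia, 2% hematocrit final) in Albumax-supplemented RPMI 1640.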
Cycloheximide cs – counter-screen hit for Shiga toxin inhibitors, cycloheximide. cell reporter, cycloheximide protein synthesis inhibition counterscreen. max response, %. 12% of 300,000 active. AID 2314; in the data active means max response mostly above about 13%, no sharp cut-off; inactive means mostly below about 14%; further: read at 38.3 µM for the half of the compounds with a filed dose; 0% is about no effect
LmPK inhibitor – LmPK (Leishmania mexicana) enzyme inhibition; 0.37% of 290,000 active; AID 1721; purified LmPK, Kinase-Glo ATP luminescence, 1 h; Q27686; Potency, µM (doses to about 57.5 µM), without a hit: at the highest dose activity change, negative = inhibition, hits mostly inhibitors; further: potency means the concentration at half of the fitted maximal effect; on the % scale 0 is the no-effect control and ±100 the full control effect
Target sequence (Q27686 whole entry, looked up): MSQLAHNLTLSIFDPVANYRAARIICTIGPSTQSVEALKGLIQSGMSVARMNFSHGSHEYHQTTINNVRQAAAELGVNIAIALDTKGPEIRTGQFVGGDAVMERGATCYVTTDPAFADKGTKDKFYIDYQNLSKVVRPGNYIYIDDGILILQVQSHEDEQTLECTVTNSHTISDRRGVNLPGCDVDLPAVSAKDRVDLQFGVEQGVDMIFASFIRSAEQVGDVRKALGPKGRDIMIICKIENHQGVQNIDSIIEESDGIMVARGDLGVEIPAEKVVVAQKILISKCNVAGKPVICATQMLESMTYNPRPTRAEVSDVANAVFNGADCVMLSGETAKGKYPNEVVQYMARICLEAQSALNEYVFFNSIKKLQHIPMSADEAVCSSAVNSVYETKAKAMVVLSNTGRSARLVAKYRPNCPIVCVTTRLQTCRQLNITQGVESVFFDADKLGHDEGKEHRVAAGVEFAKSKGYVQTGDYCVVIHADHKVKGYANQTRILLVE
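Pyruvate kinase activity monitored as ATP production (luciferase luminescence). Conditions: 0.1 nM enzyme, 0.5 mM PEP, 0.1 mM ADP, 1 h, RT; normalized against uninhibited and no-enzyme wells.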
* marks the source's active call; other numbers are inactive results; ? = inconclusive; . = not tested or not shown; & = joins results of further samples; [ ] = remark or other dose. Unless noted, the call rests on the fitted dose curve; in most records, active means well fitted curve in the direction sought with a large enough effect; inconclusive means small, poorly fitted or top-dose-only effect, or another doubt; inactive means no such curve, though single readings can be large; an effect the other way counts as inactive or inconclusive. Random draw from the library. About 24% of those tested had a hit in this group.

SMILES	Shiga inhibitor	HCV inh	TbPYK inhibitor	Pf growth 96h	Pf growth 48h	Cycloheximide cs	LmPK inhibitor
COCCN(C(=O)COC(=O)c1cc2c(s1)CCC2)c1c(N)n(Cc2ccccc2)c(=O)[nH]c1=O	.	?	3%	?	?	.	.
CSc1ncc(S(=O)(=O)c2ccccc2)c(=O)[nH]1	11	18%	-9%	26%	-3%	3	1%
COc1cc(C(=O)OCC(=O)N(C)Cc2ccccc2)cc(OC)c1OC	4	-23%	-1%	?	?	-2	4%
COCCn1c(Sc2ccc(C)cc2)nc2c1c(=O)[nH]c(=O)n2C	-17	11%	-1%	.	-14%	-4	14%
COc1ccc(S(=O)(=O)N2CCOCC2)cc1C(=O)NCc1ccccc1CN1CCCC1	.	8%	-5%	-32%	-29%	.	.
Cc1ccc(C(=O)COC(=O)C2CCC2)cc1	48*	21%	-3%	20%	20%	36*	-6%
CCOC1=NN(c2ncc(C(F)(F)F)cc2Cl)C(=O)C1	-2	15%	1%	12%	116%[activator]	-3	-4%
Cc1ccccc1NC(=S)NC(C)C(c1cccs1)N1CCOCC1 (configuration not stated)	6	5%[8.37 µM]	1%	?	?	-1	4%
O=C(NCCCn1ccnc1)c1noc2c1CCc1ccccc1-2	47	-20%	-3%	28%	-11%	1	1%
O=C(NCCc1ccccc1)c1cnc(Cl)c(Cl)c1	105*	16%	-5%	9%	.	31*	-9%

Full records as entered above. Order of values: Shiga inhibitor | HCV inh | TbPYK inhibitor | Pf growth 96h | Pf growth 48h | Cycloheximide cs | LmPK inhibitor
Profile of CSc1ncc(S(=O)(=O)c2ccccc2)c(=O)[nH]1 = 11 | 18% | -9% | 26% | -3% | 3 | 1%
Profile of CCOC1=NN(c2ncc(C(F)(F)F)cc2Cl)C(=O)C1 = -2 | 15% | 1% | 12% | 116%[activator] | -3 | -4%

(list continues)
SMILES	Shiga inhibitor	HCV inh	TbPYK inhibitor	Pf growth 96h	Pf growth 48h	Cycloheximide cs	LmPK inhibitor
O=C(Nc1ccc2c(c1)OCCO2)C1CCN(S(=O)(=O)c2ccccc2)CC1	17	-18%	0%	1%	-21%	1	0%
COc1cc(/C=N/NC(=O)c2cccc(S(=O)(=O)N3CCCC3)c2)ccc1O	.	-2%	-28%	-8%	2%	.	.
COc1ccc(C(=O)/C(=C\c2ccco2)N2C=CC=CC2=C(C#N)C#N)cc1	-5	11µM*	-16%	?	?	-1	6%
CCNC(=O)CC1C(=O)N(c2ccc(C)cc2)C(=O)N1CCC(C)C (configuration not stated)	-5	20%	0%&4%	12µM*	14%	-2	1%
O=C(O)C1CC=CCC1C(=O)N1CC=C(c2ccccc2)CC1 (configuration not stated)	44*	-1%	-15%	1%	22%	29*	0%
COc1ccc(NC(=O)CCCCCN2C(=O)c3cccc([N+](=O)[O-])c3C2=O)c(OC)c1	8	-19%	2%	?	4%	-1	1%
N#Cc1ccccc1Cn1cc(/C=C/[N+](=O)[O-])c2ccccc21	-21	?	-8%	21%	9.3µM*	-11	3%
CC(C)n1nc(C(=O)Nc2cccc(S(=O)(=O)N3CCCCC3)c2)c2ccccc2c1=O	.	?	2%	?	?	.	.
Cc1ccc(/C=N/NC(=O)CNC(=O)c2cccs2)cc1	19	-7%	-10%	60%[activator]	67%[activator]	15*	-2%
Cc1cccc(CN2CCN(Cc3ccc(Cl)cc3)CC2)c1	-12	6.3µM*	21%	?	.	-4	-2%
CCOC(=O)c1c(NC(=O)COC(=O)c2c(C)noc2C)sc2c1CCC2	11	?	-4%	?	16%	-2	-1%
CC/C=C\[C@H](O)[C@H](O)C1=C(C)C(=O)[C@]2(O1)C(=O)N[C@@](OC)(C(=O)c1ccccc1)C2O (some centres not stated)	-11	5%	-7%	?	30%[activator]	-2	6%
O=C(COc1ccc([N+](=O)[O-])cc1)Nc1cccc(C(=O)Nc2ccccc2C(=O)O)c1	-18	11%	4%	?	?	-7	-7%
CCOc1ccc(-c2c(C(=O)N/N=C/c3ccc(C)cc3)nnn2-c2nonc2N)cc1	1	?	4%	-11%	?	-2	3%
Cc1ccc(C(C)C)c(OCCNC(=O)c2ccccc2O)c1	11	?	-4%	?	?	-2	6%
CCNC(=S)Nc1c(C)n(C)n(-c2ccccc2)c1=O	-2	10%	-3%	29%	47%[activator]	-1	-10%
C[C@@H]1CN(C2CCN(Cc3nc(C(c4ccccc4)c4ccccc4)no3)CC2)C[C@H](C)O1	-4	-10%	-4%	102%[activator]	-1%	-4	2%
NS(=O)(=O)c1ccc(CCn2c(=S)[nH]c3ccccc3c2=O)cc1	-2	-38%	-7%	-13%	24%	-2	2%
Cc1[nH]n(-c2ccccc2)c(=O)c1/C=N/NC(=O)c1cccc([N+](=O)[O-])c1	-9	2%	-5%	?	30%[activator]	-3	-7%
CC(C)CNC(=O)NC(=O)COC(=O)c1cc([N+](=O)[O-])ccc1NCc1ccccc1Cl	6	.	.	-3%	?	-2	-1%
CC(=O)OCC(=O)N1N=C(c2ccc3ccccc3c2)CC1c1ccccc1 (configuration not stated)	67	24%	-8%	44%[activator]	85%[activator]	33*	-10%
Cc1ccc(CNC(=O)COC(=O)Cn2nc(C)c([N+](=O)[O-])c2C)cc1	-7	-13%	2%	3%	6%	-3	1%
CC1CC(C)CN(CCCNC(=O)c2ccc(N3CCCC3=O)cc2)C1 (configuration not stated)	-8	-1%	-1%	?	8%	1	-6%
COc1ccc(C(=O)N2CCCC2)cc1S(=O)(=O)N1CCOCC1	-16	.	4%	18%	27%	2	0%
Cc1cccc(-n2ncc3c2CCCC3NC(=O)CN2CCOC2=O)c1C (configuration not stated)	34	13%	4%	2%	18%	1	1%
O=C(NCCc1cccc(F)c1)C1CCC(=O)N(C2CCCCCC2)C1 (configuration not stated)	14	11%	-8%	-8%	-6%	13	-7%
CCOC(=O)Cc1csc(NC(=O)c2cccc([N+](=O)[O-])c2)n1	4	-22%	-11%	55%[activator]	6%	0	5%
O=C(COc1ccccc1CNCc1ccccc1)Nc1ccccc1	-5	-19%	5%	?	.	-1	1%
CC(=O)NCCc1nc2cc(NC(=O)c3cccc([N+](=O)[O-])c3)ccc2n1C	23	0%	-7%	161%[activator]	136%[activator]	20	1%
CCn1c(SCC(=O)N/N=C/c2cc(OC)c(O)c(OC)c2)nc2ccccc21	-15	30%	0%	-3%	-5%	1	5%

Fetched one by one from the entries so far:
SMILES	Shiga inhibitor	HCV inh	TbPYK inhibitor	Pf growth 96h	Pf growth 48h	Cycloheximide cs	LmPK inhibitor
Cc1ccc(CNC(=O)COC(=O)Cn2nc(C)c([N+](=O)[O-])c2C)cc1	-7	-13%	2%	3%	6%	-3	1%
Cc1cccc(-n2ncc3c2CCCC3NC(=O)CN2CCOC2=O)c1C (configuration not stated)	34	13%	4%	2%	18%	1	1%

(more compounds)
SMILES	Shiga inhibitor	HCV inh	TbPYK inhibitor	Pf growth 96h	Pf growth 48h	Cycloheximide cs	LmPK inhibitor
COc1ccccc1NC(=O)C1CCCN1S(=O)(=O)c1cccc2nsnc12 (configuration not stated)	-3	-13%	1%	?	-1%	-3	-2%
CC1=NN(c2ccc(C)cc2)C(=O)/C1=C/c1ccc(-c2cc([N+](=O)[O-])ccc2O)o1	16	10%	5%	185%[activator]	?	0	-11%
OCc1cn(-c2ccccc2)nc1-c1cccnc1	-12	-9%	-4%	9%	13%	11	1%
O=C1CCc2cc(S(=O)(=O)Nc3ccccc3)cc3c2N1CCC3	.	10%[8.37 µM]	0%	-5%	-2%	.	.
CCOC(=O)c1nnn(CC(=O)Nc2cc(F)ccc2F)c1C(=O)OCC	-33	4%	2%	?	8%	-1	6%
O=C(O)c1ccc(NCCC2=CCCCC2)c([N+](=O)[O-])c1	6	10%	-13%	?	18%	0	4%
COc1cc([N+](=O)[O-])ccc1N	-5	14%	-12%	9.3µM*	11%	0	-11%
CC(C)Oc1ccc(C(CCNCc2ccc(O)cc2)c2ccccc2)cc1 (configuration not stated)	-9	?	4%	1.2µM*	1.2µM*	-5	-2%
CCOc1cc(N2CCOCC2)c(OCC)cc1NC(=O)c1nc2nc(C)cc(C)n2n1	-14	?	-7%	-4%	?	-3	0%
Cc1ccccc1N(C)S(=O)(=O)c1ccc2[nH]cc(C(=O)NCC3CCCO3)c(=O)c2c1 (configuration not stated)	5	6%	3%	?	?	-3	2%
Cn1cnc(S(=O)(=O)Nc2ccc(OC(F)(F)F)cc2)c1	-3	-4%	2%	?	?	1	1%
O=C(COC(=O)CC(c1ccccc1)c1ccccc1)Nc1cccc(F)c1	-16	11%	-9%	7%	10%	14	3%
CCc1ccc(-c2cc(C)no2)cc1S(=O)(=O)N1CCN(c2ccccc2)CC1	-6	?	-4%	3%	?	-1	-3%
Cc1cccc(-n2ccc(=O)c(C(=O)Nc3ccc(S(=O)(=O)Nc4onc(C)c4C)cc3)n2)c1	-10	1%	-1%	28%	-3%	-4	-2%
O=C(NNC(=O)c1cccs1)c1ccc2ccccc2c1	51*	23%	4%	1.7µM*	60%[activator]	29*	-5%
COc1ccc(S(=O)(=O)N2CCC(C(N)=O)CC2)cc1C(=O)N1CCCCCC1	-4	-4%	-2%	40%[activator]	0%	1	-6%
O=C(Nc1ccccc1N1CCCCC1)c1cccc(F)c1	16	?	.	.	-1%	4	-10%
Cn1c(CNC(=O)Nc2ccccc2)nnc1SCc1ccccc1	-3	-15%	-7%	.	19%	-2	4%
Cc1cnc(NC(=O)c2c(Cl)cnn2C)s1	40*	13%	-8%	10%	28%	6	-6%
Cc1cc2cc(CNC(=O)c3ccco3)ccc2n1C	-3	-5%	-6%	?	?	1	9%
O=C(COC(=O)c1cnc(Cl)c(Cl)c1)NC1CCCCCC1	.	14%	-10%	8%	10%	.	.
COC(=O)c1ccc(-n2nnnc2SCC(=O)NCc2cccc(C(=O)O)c2)cc1	-15	1%	4%	.	5%	-4	-3%
COC(=O)c1ccc(OC)c(CSc2nnc(COc3cccc(C)c3)o2)c1	-11	?	0%	118%[activator]	-2%	-3	-1%
CCc1cc(=O)oc2cc(C)c3c(C)coc3c12	-9	11µM*	-3%	.	15%	-1	2%
O=[N+]([O-])c1cc(Cl)ccc1NCCNS(=O)(=O)c1ccccc1	36*	-5%	0%	?	27%	19*	3%
CCCCC(=O)Nc1ccc2c(c1)nc(CN1CCN(C(=O)OCC)CC1)n2C	-8	5%	5%	7%	?	1	7%
Cn1c(CNC(=O)CCNC(=O)c2cccc(F)c2)cc(=O)n(C)c1=O	-4	5%	-8%	-8%	-2%	-2	1%
CC(=O)Nc1ccc(OC(=O)c2ccco2)cc1	10	32%[activator]	1%	?	22%	3	5%
CC(C)Cn1c(=S)[nH]c2cc(C(=O)NCc3ccccc3F)ccc2c1=O	.	?	1%	?	-22%	.	.
COc1ccc(CNC(=O)C/C(C)=N/NC(=O)Cc2ccc(OC)cc2)cc1	-5	7%	-10%	-2%	11%	-1	-2%
Cc1ccccc1NC(=O)c1sc2nc3c(c(-c4ccco4)c2c1N)CCCC3	9	?	.	.	?	-1	1%
COc1ccc(NC(=O)Cn2nnc(-c3ccccc3NS(=O)(=O)c3ccc(OC)cc3)n2)cc1	14	11µM*	0%	7%	?	6	1%
COc1ccc(N(CC(=O)Nc2ccc(C)cc2C)S(=O)(=O)c2ccccc2[N+](=O)[O-])c(OC)c1	5	-2%	-12%	-1%	9.3µM*	-8	-1%

Compound activity as filed in PubChem BioAssay.
